Screening data from PubChem BioAssay.
CCHFV vOTU inh – CCHFV vOTU protease inhibition. inhibition, % at 11.5 µM. Pep-AMC fluorescence. 0.55% of 370,000 active. AID 651958; in the data active means inhibition above about 30%; further: 0% = vehicle wells with enzyme and 100% = no enzyme wells
SARS 3CLpro inh – SARS-CoV 3CLpro protease inhibition; inhibition, % at 6 µM; AID 1706; 0.14% of 290,000 active; recombinant SARS-CoV 3CLpro, quenched FRET peptide cleavage; in the data active means inhibition above about 12%
SSB-PriA inh – blocks PriA binding to SSB C-terminal tail | AlphaScreen SSBct-PriA binding, biotinylated peptide | inhibition, % at 33 µM | 0.6% of 430,000 active; in the data active means inhibition mostly above about 37%, no sharp cut-off; inactive means mostly below about 20%;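 further: plate controls were negative control peptide for no effect and reference peptide for full effect; strong numbers were not always called active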
BoNT-F LC inh – blocks Botulinum neurotoxin F light chain protease. Multiplex microsphere protease cleavage assay, flow cytometry. inhibition, % at 10 µM. 0.22% of 360,000 active; in the data active means inhibition above about 35%, passing the limit was not always enough; inconclusive means no clear call, values can overlap the other calls; further: plate controls were buffer without enzyme for full effect and enzyme alone for no effect
Rv3671c inh – inhibits the M. tuberculosis serine protease Rv3671c; P9WHR9; inhibition, % at 5.96 µM; 0.048% of 320,000 active; AID 2606; in the data active means inhibition above about 38%;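 further: extracellular domain of Rv3671c used as enzyme; 0% = enzyme with DMSO and 100% = no enzyme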
VHR inh abs – blocks human VHR1 dual specificity phosphatase. P51452. recombinant VHR phosphatase, pNPP absorbance. inhibition, % at 13.3 µM. 0.52% of 290,000 active. AID 1654; in the data active means inhibition above about 50%; further: some compounds called inactive have numbers as strong as hits
Target sequence (P51452 whole entry, looked up): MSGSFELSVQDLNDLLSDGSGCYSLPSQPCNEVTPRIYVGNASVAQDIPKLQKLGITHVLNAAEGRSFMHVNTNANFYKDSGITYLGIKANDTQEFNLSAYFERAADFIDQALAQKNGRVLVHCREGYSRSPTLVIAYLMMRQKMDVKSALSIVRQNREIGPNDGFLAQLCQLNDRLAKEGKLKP
MazF activator – MazEF (E. coli) toxin RNase activation | 0.32% of 350,000 active | activation, % at 20 µM | FAM/BHQ RNA-DNA oligo cleavage fluorescence, 5 h | AID 504720 | P0AE70; in the data active means activation above about 50%
PrPC TRFRET – cell surface PrPC inhibition, primary TR-FRET screen | P04156 | TR-FRET read-out | inhibition, % at 13.8 µM | 0.43% of 370,000 active; in the data active means inhibition above about 24%; further: 0% = median of the test wells and 100% = reference compound wells
Anthrax LF prot – blocks Bacillus anthracis lethal factor protease; P15917; multiplex microsphere protease cleavage assay, LF; inhibition, % at 10 µM; 0.12% of 360,000 active; AID 588501; further: plate controls were buffer without enzyme for full effect and enzyme alone for no effect
Target sequence (P15917 whole entry, looked up): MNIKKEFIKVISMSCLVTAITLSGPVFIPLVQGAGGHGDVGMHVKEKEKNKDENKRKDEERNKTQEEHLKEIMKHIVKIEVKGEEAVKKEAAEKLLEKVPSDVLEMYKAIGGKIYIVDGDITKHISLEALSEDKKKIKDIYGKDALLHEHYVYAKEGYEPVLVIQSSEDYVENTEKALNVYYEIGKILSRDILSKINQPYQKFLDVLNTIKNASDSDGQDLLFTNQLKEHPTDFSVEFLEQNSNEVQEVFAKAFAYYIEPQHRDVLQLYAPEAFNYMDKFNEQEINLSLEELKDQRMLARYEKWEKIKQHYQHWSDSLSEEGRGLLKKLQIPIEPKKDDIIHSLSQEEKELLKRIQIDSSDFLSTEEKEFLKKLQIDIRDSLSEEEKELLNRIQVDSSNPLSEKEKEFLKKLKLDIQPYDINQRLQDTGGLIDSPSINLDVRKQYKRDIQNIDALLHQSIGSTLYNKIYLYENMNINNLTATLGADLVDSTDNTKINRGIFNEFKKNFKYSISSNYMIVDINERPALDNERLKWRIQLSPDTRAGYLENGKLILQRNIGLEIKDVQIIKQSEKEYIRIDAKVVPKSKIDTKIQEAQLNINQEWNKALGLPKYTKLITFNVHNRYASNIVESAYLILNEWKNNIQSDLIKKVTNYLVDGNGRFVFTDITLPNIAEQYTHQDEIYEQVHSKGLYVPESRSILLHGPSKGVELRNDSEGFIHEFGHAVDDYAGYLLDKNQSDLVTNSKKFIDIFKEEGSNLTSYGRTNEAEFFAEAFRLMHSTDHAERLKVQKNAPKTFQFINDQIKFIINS
BoNT-A LC inh2 – BoNT A light chain protease inhibition. multiplex microsphere protease substrate cleavage, flow cytometry. inhibition, % at 10 µM. 0.17% of 360,000 active; further: plate controls were buffer without enzyme for full effect and enzyme alone for no effect
* hit, by the source's call; ? = inconclusive; / = no result given. Unless noted, no stated cut-off is given here; in the data, active means inhibition above about 30%; inconclusive means no clear call, values can overlap the other calls; inactive means below that.

SMILES	CCHFV vOTU inh	SARS 3CLpro inh	SSB-PriA inh	BoNT-F LC inh	Rv3671c inh	VHR inh abs	MazF activator	PrPC TRFRET	Anthrax LF prot	BoNT-A LC inh2
CC1(C)C(=O)CC[C@@]2(C)C1=CCC1C2CC[C@]2(C)C(=O)CCC12 (some centres undefined)	5.9	/	-9.3	-7.0	-1.9	/	-4.4	7.8	6.7	0.0
N#CC1C(=O)NC(=O)C(C#N)C12CCCc1sccc12 (centres undefined)	-5.4	/	/	-15.7	/	/	-13.6	5.1	-3.1	-0.5
COc1ccc2nc(NC(=O)NC3CCCCC3)sc2c1	-8.3	7.8	4.1	/	-4.9	25.0	4.2	5.8	/	/
CS(=O)(=O)c1sc(C(=O)NC(=O)Nc2cccc(C(F)(F)F)c2)c2c1C=CCC2	-11.5	-3.2	-3.5	4.1	0.4	4.8	-10.9	4.6	3.5	0.4
O=C(/C=C/c1ccc2c(c1)OCO2)N1CCN(c2ccc(Cl)cc2)CC1	6.0	4.4	-6.4	-9.9	8.5	7.4	-23.7	0.2	-0.3	-0.2
COC(=O)C1=C(c2ccc(F)cc2F)C[C@@H]2CC[C@H]1N2C(=O)NC1Cc2ccccc2C1	7.0	/	7.5	-5.1	-0.7	/	1.3	-4.4	0.8	0.0
Cc1cccc(N2CCN(C(=O)CCS(=O)(=O)c3ccc4c(c3)NC(=O)C(C)S4)CC2)c1C (centres undefined)	8.9	11.0	0.2	-5.7	4.2	2.3	-9.6	-2.1	-3.0	1.7
O=c1c2cnn(-c3ccccc3Cl)c2ncn1Cc1cccnc1	-24.8	-3.6	-6.1	-2.9	13.4	10.2	1.7	-1.5	-1.3	-0.6
O=[N+]([O-])c1ccc(Cl)c(/C=N/n2c(COc3ccccc3)n[nH]c2=S)c1	0.5	-3.5	/	-9.8	3.5	-19.9	-1.3	-1.4	-3.6	-0.4
CC(=O)c1c(C)n(CC(=O)NCc2ccc3c(c2)OCO3)c2ccccc12	-2.1	1.1	-1.1	-0.2	-4.5	-16.1	4.0	9.6	-3.5	-0.1
Cn1c(SCC(=O)c2ccccc2)nnc1-c1ccc(O)cc1	-8.8	3.4	-0.9	3.4	4.1	15.2	10.0	-3.3	1.2	1.2
OC(c1ccc(CN2CCCCC2)cc1)c1ncc(-c2ccccc2)[nH]1 (centres undefined)	7.0	/	/	5.5	/	/	/	-2.6	4.8	-0.4
COc1ccccc1NCc1cc(=O)oc2c(C)c(O)ccc12	-4.1	3.1	-9.2	3.2	3.1	12.5	8.3	3.6	4.3	1.5
Cc1cc(C)cc(C(=O)Nc2ccc(NC(=O)c3cccs3)cc2)c1	3.9	4.5	-11.1	-2.8	-2.2	4.4	3.6	-4.1	0.0	-0.3
CN1CCN(C(=O)CCn2c(=O)c3cccn3c3cccnc32)CC1	5.7	-4.8	-10.1	-1.9	-7.8	16.6	0.9	-1.8	0.0	-0.1
O=C(CSc1nc2ccccc2o1)N1CCN(S(=O)(=O)c2ccc3ccccc3c2)CC1	-13.1	-5.9	-5.1	2.8	-3.0	-4.8	12.6	0.1	-3.9	-0.6
Cc1cccc(N(CC(=O)Nc2cccnc2)S(C)(=O)=O)c1	9.7	3.2	0.8	2.9	6.9	8.7	1.0	3.4	6.0	-0.8
CC(C)Cn1c(N)c(C(=O)COC(=O)c2ccc3c(c2)OCCO3)c(=O)n(C)c1=O	-13.3	0.2	9.2	-15.6	-13.6	-8.6	4.0	4.1	-15.3	-1.5
CCOC(=O)c1c(C)[nH]c(C(=O)OCC(=O)N(CC(C)C)c2c(N)n(Cc3ccccc3)c(=O)[nH]c2=O)c1C	15.3	/	16.7	5.2	-12.4	/	-75.3	4.8	4.7	2.6
COc1ccc(CCC(=O)NCCOc2ccc(Cl)cc2)cc1	5.1	-2.7	-5.9	3.4	-1.2	-2.0	2.0	8.1	-8.2	-0.5
COc1cccc(-c2cc(C(F)(F)F)nc(N3CCCCC3)n2)c1	-0.8	-0.8	-71.4	-6.2	-12.0	43.0	5.1	5.1	-2.3	0.8
COc1ccc(C(F)(F)F)cc1N/C=C/c1nnnn1-c1ccc(C)cc1	-7.6	1.3	-5.0	0.6	-8.7	-2.8	0.0	1.2	1.6	-0.5
Cc1ccc(NC(=O)CN2c3cccc4cccc(c34)S2(=O)=O)cc1S(=O)(=O)N1CCOCC1	-10.8	0.2	-7.3	-1.4	-27.7	8.5	-6.0	0.2	1.7	0.0
Cn1c(Cc2cccc3ccccc23)nnc1SCC(=O)N1CCN(c2cccc(Cl)c2)CC1	4.0	2.0	-10.1	-2.9	6.2	4.7	-10.6	9.5	-6.0	0.6
CCOC(=O)/C=C(\C)Nc1cc(C)nn1-c1ccccc1	-6.5	-7.5	/	1.2	-6.3	10.4	10.5	3.7	-3.2	0.7
C/C(=N\Nc1c([N+](=O)[O-])c(C)nn1C)c1ccc(F)cc1F	14.4	5.7	/	-5.6	5.9	-1.8	6.3	0.5	-5.2	-1.3
COc1ccc(Cl)cc1NC(=S)NCc1cccnc1	1.3	5.9	-2.5	-1.1	-5.5	4.5	-3.2	-1.5	-1.7	0.7
On1nnc2c3ccccc3c3ccccc3c21	-9.0	-2.1	4.7	-14.6	-8.5	11.0	1.9	0.8	-1.6	-0.5
COCCNC(=O)c1cc(-c2cccs2)on1	-0.3	-5.8	-13.1	-4.8	-1.7	23.6	1.6	0.6	-4.3	-0.2
CCOC(=O)N1CCN(C(=O)c2cc(-c3ccc(OCC)cc3)nc3ccccc23)CC1	-18.7	0.1	-7.1	-5.1	2.7	18.8	4.0	12.4	0.0	0.2
Cc1cc(C=C2C(=O)c3ccccc3C2=O)c(C)n1-c1ccccc1	6.5	-0.9	-17.1	-9.8	-2.0	7.7	156.1*	-11.2	1.2	6.0
CN1CCN(C(=O)C(=O)c2cn(CC(=O)N3CCCCCC3)c3ccccc23)CC1	8.8	/	/	11.8	/	/	-14.2	5.0	35.8*	10.4
O=C(N/N=C/c1c(O)n(Cc2ccco2)c(=O)[nH]c1=O)c1ccccc1	27.0	5.8	/	?	11.0	13.8	7.9	4.5	-1.6	1.5
Cc1ccc(C)c(OCC(O)CN2CCCCC2C)c1 (centres undefined)	15.7	-6.5	-5.7	-11.3	1.3	-2.5	0.8	7.0	1.8	0.1
CNC(=O)CC(=O)Nc1ccccc1C(=O)O	-10.9	3.6	-5.9	-3.0	-3.6	8.1	7.8	-2.5	6.5	-0.1
COc1ccc(C(=O)NCCS(=O)(=O)NCc2ccc(F)cc2)cc1	-10.5	/	-5.9	?	0.4	/	0.9	-6.3	?	?
Cc1ccc(S(=O)(=O)c2cc3c(=O)n4ccccc4nc3n(Cc3ccco3)c2=N)cc1	-56.4	-2.6	-17.5	5.1	-23.2	6.3	-32.1	-20.0	2.8	?
CC(C)(C)OC(=O)C[C@H]1C/C=C\C[C@@H](CC(=O)NCCO)C(=O)NCCOC1=O	-7.3	/	-16.4	-1.1	4.7	/	8.6	2.2	0.7	-0.5
CCOc1ccc(NC(=O)CCC(=O)NNC(=O)COc2ccc(C)cc2Br)cc1	-0.1	2.2	-3.0	-5.6	7.6	6.2	-17.7	-1.6	1.9	-0.9
CC1CCCC(C)N1C(=O)COC(=O)c1ccc2ccccc2n1 (centres undefined)	6.4	/	-11.8	9.1	-6.3	/	5.5	-7.3	-3.8	3.7
CC(C)(C)OC(=O)C[C@H]1C/C=C\C[C@@H](CC(=O)NCCO)C(=O)NC[C@@H](c2ccccc2)OC1=O	-13.3	/	-8.7	-0.2	8.7	/	7.7	1.9	-7.8	-0.7
CCCc1nnc(NC(=O)CS(=O)(=O)c2ccc(C)cc2)s1	0.5	5.5	6.4	-2.5	6.5	12.5	-2.3	3.7	-3.0	-0.3
Cc1ccc2nc(N(CCCN(C)C)C(=O)c3ccc(S(=O)(=O)N(C)C)cc3)sc2c1	-3.3	-0.9	0.0	-0.6	-8.3	-5.3	-2.0	2.0	0.3	-0.1
CC1=C(C(=O)N2CCCCCC2)CC(CC(=O)NCC2CCCCC2)C(=O)N1Cc1ccccc1 (centres undefined)	4.4	/	/	-3.6	/	/	/	-1.5	1.2	-0.1
CCCCN(C)c1ccc([N+](=O)[O-])cc1	18.3	1.1	-9.5	-6.9	-5.5	-4.1	8.0	5.1	-4.0	0.9

Ordered by heavy-atom count (smallest number first): part of the list above
SMILES	CCHFV vOTU inh	SARS 3CLpro inh	SSB-PriA inh	BoNT-F LC inh	Rv3671c inh	VHR inh abs	MazF activator	PrPC TRFRET	Anthrax LF prot	BoNT-A LC inh2
CCCCN(C)c1ccc([N+](=O)[O-])cc1	18.3	1.1	-9.5	-6.9	-5.5	-4.1	8.0	5.1	-4.0	0.9
N#CC1C(=O)NC(=O)C(C#N)C12CCCc1sccc12 (centres undefined)	-5.4	/	/	-15.7	/	/	-13.6	5.1	-3.1	-0.5
Cn1c(SCC(=O)c2ccccc2)nnc1-c1ccc(O)cc1	-8.8	3.4	-0.9	3.4	4.1	15.2	10.0	-3.3	1.2	1.2
COc1ccc(C(=O)NCCS(=O)(=O)NCc2ccc(F)cc2)cc1	-10.5	/	-5.9	?	0.4	/	0.9	-6.3	?	?

Continuation:
SMILES	CCHFV vOTU inh	SARS 3CLpro inh	SSB-PriA inh	BoNT-F LC inh	Rv3671c inh	VHR inh abs	MazF activator	PrPC TRFRET	Anthrax LF prot	BoNT-A LC inh2
CSc1ccc(CNC(=O)c2c(C)noc2C)s1	-17.9	-1.6	-1.2	?	6.4	4.3	5.5	-1.6	-0.1	?
COCc1c(C(=O)N/N=C(/C)c2cccs2)nnn1-c1nonc1N	6.3	-2.6	/	-1.5	-4.9	35.8	2.1	7.1	-0.6	-1.6
Cc1ccc(N2C(=O)C3CC(c4ccccc4)=C4C5C=CC(C6C(=O)N(c7ccc(C)cc7)C(=O)C56)C4C3C2=O)cc1 (centres undefined)	-17.7	7.3	-8.1	-8.3	-1.2	12.4	-0.9	-2.9	-2.7	-1.7
CCCOc1ccc(C(CC(=O)O)NC(=O)c2ccc3c(c2)OCO3)cc1 (centres undefined)	9.8	8.1	-1.7	-7.8	-0.4	14.3	-6.6	0.9	1.9	0.6
Cc1cc(C)c[n+](C(C)C(=O)c2ccc(-c3ccccc3)cc2)c1 (centres undefined)	19.5	0.2	-8.8	-2.9	12.8	34.1	10.7	-3.7	0.7	0.2
Cc1ccc(-c2cnc(SCCNC(=O)c3ccco3)[nH]2)cc1	-11.2	/	6.1	18.8	-4.7	/	5.6	0.0	-2.3	1.3
CCCCn1c(SCc2ncc(-c3ccccc3)o2)nc2cc(S(N)(=O)=O)ccc21	1.2	2.8	-14.3	-8.3	-8.5	-26.1	-16.9	2.4	-9.3	0.7
Cc1cccc(-n2ncc3c(N(C)Cc4ccccc4)ncnc32)c1	2.6	/	104.2*	-2.0	1.2	33.5	-10.2	8.3	-2.7	-0.4
NC(N)=NC(N)=Nc1ccc2ccccc2c1	-9.6	-2.4	-2.5	0.7	-1.8	13.4	-3.8	-8.1	-0.9	-0.2
CCOC(=O)n1cc(-c2cnc(CNC(=O)C(C)(c3ccccc3)c3ccccc3)o2)c2ccccc21	6.7	-6.4	-2.8	/	-15.8	-3.0	-5.6	3.8	/	/
O=C(c1ccc(Cl)cc1)C1CCN(CC(=O)N2CCCCC2)CC1	8.4	1.2	2.0	-1.5	-2.2	-12.5	11.8	-4.2	-1.9	0.7
Fc1cccc(CSc2nc3ccncc3[nH]2)c1	-2.6	-0.7	-9.2	-4.9	-5.9	0.2	-1.4	1.0	1.9	0.3
COc1ccc(N(C(=O)c2ccc(S(=O)(=O)N3CCCC3)cc2)C2C=CS(=O)(=O)C2)cc1 (centres undefined)	1.8	1.9	-1.2	-2.5	-6.5	7.7	3.4	-9.5	3.5	1.5

The list is partial, so the mix of outcomes need not match the whole.
